OX1R antag-1 = antagonists of human orexin 1 receptor (OX1R). OX1R-expressing cells, FRET antagonist read-out. AID 485270. inhibition, % at 6.6 µM. 330,000 tested, 1.8% active; in the data active = inhibition mostly above about 38%, no sharp cut-off; inactive = mostly below about 40%;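 note: 0% = agonist challenge alone and 100% = reference antagonist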
Target sequence (O43613 whole entry, looked up): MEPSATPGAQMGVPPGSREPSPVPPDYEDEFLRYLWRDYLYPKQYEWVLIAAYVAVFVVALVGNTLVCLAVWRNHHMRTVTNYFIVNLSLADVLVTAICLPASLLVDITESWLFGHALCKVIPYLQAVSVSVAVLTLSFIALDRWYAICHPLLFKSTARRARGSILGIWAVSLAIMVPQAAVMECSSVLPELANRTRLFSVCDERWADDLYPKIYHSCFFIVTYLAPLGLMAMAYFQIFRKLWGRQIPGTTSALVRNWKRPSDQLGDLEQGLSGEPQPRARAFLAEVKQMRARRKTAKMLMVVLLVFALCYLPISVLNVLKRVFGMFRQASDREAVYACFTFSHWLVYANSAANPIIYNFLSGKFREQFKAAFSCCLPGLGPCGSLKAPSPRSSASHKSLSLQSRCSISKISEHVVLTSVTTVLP
STK33 kinase inh = inhibitors of human STK33 kinase; Q9BYT3; purified STK33, MBP phosphorylation, ADP-Glo luminescence; inhibition, % at 10 µM; 320,000 tested, 0.073% active;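 active = inhibition at or above 25%, using the most active replicate where run in duplicate; inactive = inhibition below 25%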
Target sequence (Q9BYT3 whole entry, looked up): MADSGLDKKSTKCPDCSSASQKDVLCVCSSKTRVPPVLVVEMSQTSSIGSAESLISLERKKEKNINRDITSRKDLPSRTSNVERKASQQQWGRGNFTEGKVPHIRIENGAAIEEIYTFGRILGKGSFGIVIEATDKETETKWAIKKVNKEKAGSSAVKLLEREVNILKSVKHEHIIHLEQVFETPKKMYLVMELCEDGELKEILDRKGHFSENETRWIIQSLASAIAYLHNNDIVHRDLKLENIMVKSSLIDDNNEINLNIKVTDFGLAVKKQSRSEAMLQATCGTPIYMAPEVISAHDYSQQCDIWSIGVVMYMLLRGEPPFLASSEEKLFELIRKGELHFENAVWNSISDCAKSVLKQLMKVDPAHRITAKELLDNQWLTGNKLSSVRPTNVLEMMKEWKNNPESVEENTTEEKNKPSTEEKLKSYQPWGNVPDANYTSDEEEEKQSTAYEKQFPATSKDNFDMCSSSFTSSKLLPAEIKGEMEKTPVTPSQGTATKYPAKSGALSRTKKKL
OX1R antag-2 = blocks the human orexin 1 receptor; O43613; 330,000 tested, 0.43% active; AID 434989; CHO/OX1R cells, Fluo-8 calcium fluorescence, orexin A; inhibition, % at 5 µM;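 active = inhibition above its plate's threshold, mean inhibition of all tested compounds on the plate plus 3 SD, cut at about 37% in these data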;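 note: 0% = orexin A challenge wells and 100% = SB-334867-A antagonist wells; not every result past the cut was called active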
* hit, by the source's call; · = no result given.

SMILES | OX1R antag-1 | STK33 kinase inh | OX1R antag-2
COc1ccc(N(C(=O)c2ccncc2)S(=O)(=O)c2ccc(OC)c(OC)c2)cc1 | 8 | 0.6 | -1
COc1ccc(C(=O)N2CC(c3ccc(Cl)cc3)CC2=O)cc1 (stereo not given) | 7 | -1.7 | -13
COc1cc(C(=O)Nc2cc(C)cc(C)c2)c(-n2cnnn2)cc1OC | 10 | 2.0 | 7
O=C(/C=C/c1ccccc1)N1CCN(c2ccc([N+](=O)[O-])c(N3CCOCC3)c2)CC1 | 22 | -1.3 | -23
COc1ccc(Nc2ncc(C(=O)N3CCN(c4ccccc4OC)CC3)c3ccccc23)cc1 | 7 | -1.3 | -13
Cc1cc(C(=O)O)c(CCCN)s1 | 13 | -0.4 | 8
COc1cc(C#N)ccc1OCC(=O)NCc1cccs1 | 12 | -0.9 | -20
CCc1ccccc1OCC(=O)Nc1nc(-c2cccnc2)cs1 | 7 | -1.6 | -7
O=C(N/N=C/c1ccncc1)NC12CC3CC(CC(C3)C1)C2 | 7 | -12 | -21
CCOC(=O)CNC(=O)N1CCC(CCC(=O)N(C)Cc2ccccc2)CC1 | 7 | -1.0 | -22
CCOC(=O)c1c(NC(=O)CN2C(=O)NC3(CCC(CC)CC3)C2=O)sc(C)c1-c1ccc(C)cc1 (stereo not given) | 12 | 0.2 | -8
Cc1nn(C)cc1CNC(=O)c1ccc(F)cc1 | 6 | -0.9 | 8
CCOc1ccc(C(=O)CCC(=O)Nc2cccc(S(=O)(=O)N3CCCCC3)c2)cc1 | 6 | -3.2 | -19
Cc1ccc(S(=O)(=O)N2CCN(C(=O)COC(=O)CSc3ccccc3)CC2)c(C)c1 | 10 | -0.3 | -14
Cc1ccc(NC(=O)COC(=O)c2ccc(F)cc2Cl)c(Br)c1 | 16 | -0.8 | -19
CC(=O)c1cc(Cl)ccc1OCc1cccc(S(=O)(=O)N2CCOCC2)c1 | 30 | -0.8 | -2
CN(c1ccccc1)S(=O)(=O)c1ccc(C(=O)OCC(=O)NC(N)=O)cc1 | 13 | 0.5 | -9
Cc1c(C(=O)N/N=C/c2ccoc2)cccc1[N+](=O)[O-] | 30 | 0.8 | -2
CCNCC(=O)N1c2ccccc2CCc2ccc(NC(C)=O)cc21 | 2 | -0.4 | -16
COc1ccc(-n2cnc3c(sc4nccc(N(C)C)c43)c2=O)cc1 | 10 | -3.2 | 1

Reprinted from the part before: two entries; new compounds follow.
SMILES | OX1R antag-1 | STK33 kinase inh | OX1R antag-2
CCNCC(=O)N1c2ccccc2CCc2ccc(NC(C)=O)cc21 | 2 | -0.4 | -16
COc1ccc(-n2cnc3c(sc4nccc(N(C)C)c43)c2=O)cc1 | 10 | -3.2 | 1
Cc1ccc(S(=O)(=O)N2CCOCC2)cc1C(=O)N1CC(C)OC(C)C1 (stereo not given) | 16 | -1.6 | -3
COc1c(Br)cc([N+](=O)[O-])c(OC)c1C(=O)NC(=O)Nc1nc(C)cc(C)n1 | 10 | -0.1 | -24
O=C(Oc1ccc(Cl)c2cccnc12)C12CC3CC(CC(C3)C1)C2 | 13 | -0.9 | -15
O=C(O)CCCC(=O)NCCc1ccncc1 | 7 | -1.3 | -4
COc1ccc(-n2c(Cc3cccn3C)nnc2SCC(=O)N2CCOCC2)cc1 | 8 | 1.9 | 1
CCOC(=O)C1(CCOc2ccccc2)CCN(Cc2cccs2)CC1 | 7 | -1.5 | -28
Cc1ccccc1NC(=O)Cn1nc(C)c2ccccc2c1=O | 23 | 0.3 | -6
COc1ccc(OC)c2c(C)cc(N3CCCN(C)CC3)nc12 | 5 | 0.3 | -23
COC(=O)Nc1nc2ccc(Br)cc2s1 | 10 | -1.3 | -7
O=C(C1CCCN(Cc2nc(-c3ccc(Cl)cc3)no2)C1)N1CCOCC1 (stereo not given) | 17 | -0.8 | -31
CC1Cc2ccccc2N1C(=O)CSCC(=O)O (stereo not given) | 19 | 4.8 | -16
Cc1c([N+](=O)[O-])cc(C(=O)Nc2ccc3ncccc3c2)cc1[N+](=O)[O-] | 9 | -0.1 | -18
CCOC(=O)c1ccc(NC(=S)NCCCN2CCCC2=O)cc1 | 12 | -1.9 | -21
COc1ccc(CC(=O)NNC2=Nc3cccc4cccc2c34)cc1OC | 23 | 1.0 | -13
CC1(NC(=O)N2CCCCC2)CCS(=O)(=O)C1 (stereo not given) | 15 | -0.9 | -9
CC(C(=O)NC1CCCc2ccccc21)N1CCN(Cc2ccc3c(c2)OCO3)CC1 (stereo not given) | 16 | -0.1 | -28
Cc1noc(C)c1S(=O)(=O)N(CC(=O)NCc1ccccc1)c1ccc(C(C)C)cc1 | 18 | -0.1 | -22
COc1ccc(C(CNC(=O)C(C)Oc2ccc(Br)cc2)N2CCCC2)cc1 (stereo not given) | 8 | · | -35
CCOc1ccc(NC(=O)CN(C)C(=O)Cn2c(=O)oc3ccccc32)cc1OCC | 11 | 0.6 | -17
CC(=O)N1CCN(c2ccc(NCc3ccc(F)cc3)cc2)CC1 | 19 | -0.1 | -21
NC(=O)c1c(/N=C/c2cccs2)sc2c1CCCC2 | 19 | -0.5 | -11
O=C(OC1CSc2nc3ccccc3n2C1)c1ccco1 (stereo not given) | 15 | 0.0 | -9
CCOC(=O)C1CCN(CC(O)COC(CC)c2ccccc2)CC1 (stereo not given) | 5 | 0.9 | -10
CCN(Cc1ccccc1)S(=O)(=O)c1ccc(S(=O)(=O)N2CCN(CCC#N)CC2)cc1 | 16 | -2.0 | -20
COc1ccc(NC(=O)NC2CCCc3ccccc32)cc1OC (stereo not given) | 3 | -0.2 | -31
Cc1ccc(Nc2cc(C)nc(-c3ccccc3)n2)cc1 | 6 | -1.7 | -23
Cc1n[nH]c(=O)c2c(NC(=O)CSc3cc(Cl)ccc3Cl)oc(C)c12 | 16 | -0.6 | -34
COc1ccccc1NC(=O)Nc1ccc2c(c1)OCCO2 | 11 | 0.2 | -13
COc1ccc(CNC(=O)COC(=O)CCc2c[nH]c3ccccc23)cc1 | 20 | -0.9 | -5
Cc1ccc(-c2n[nH]c(=O)c3ccccc23)cc1S(=O)(=O)NCCN1CCOCC1 | 16 | 0.5 | -20
COc1ccc(S(=O)(=O)c2c(O)c3ccc(C(=O)Nc4ccccc4F)cc3[nH]c2=O)cc1 | 4 | -0.5 | -15
CSCCC(NC(=O)C12CC3CC(CC(C3)C1)C2)C(=O)OCC(=O)c1ccc(C)cc1 (stereo not given) | 5 | -0.4 | -8
c1ccc(-n2ncc3c(NCC4CCCO4)ncnc32)cc1 (stereo not given) | 29 | -2.7 | -23
COc1ccc(/C=C/C(=O)OCC(=O)Nc2ccc(S(N)(=O)=O)cc2)cc1OC | 17 | 1.2 | -1
CC(=O)Nc1cc(NC(C)=O)c(CC(C)C)s1 | 13 | -2.4 | -7
O=C(CN1C(=O)c2ccccc2C1=O)Nc1nc(-c2cccc([N+](=O)[O-])c2)cs1 | 9 | 0.3 | -3
Cc1cccc(N2CCN(c3ccc(C(N)=O)cc3[N+](=O)[O-])CC2)c1C | 9 | -0.3 | -11
Cc1cc(C)c(NC(=O)CS(=O)CC(=O)Nc2ccc(N3CCOCC3)cc2)c(C)c1 (stereo not given) | 20 | 0.3 | -9
Cc1[nH]c2ccccc2c1/C=N/NC(=O)c1cc(-c2ccccc2)n[nH]1 | 70* | 0.4 | 30
COc1ccc(NC(=O)CCOc2ccccc2)cc1 | 17 | 0.0 | -15
O=C(COc1ccccc1Cl)NCCNC(=O)c1cccnc1 | 31 | -0.6 | -22
Cc1cccc(N2CCN(C(=O)c3ccccc3NC(=O)C3=CSCCO3)CC2C)c1 (stereo not given) | 3 | -0.5 | -23
CC(C)c1ccc(NC2CCCN(C(=O)c3cnn(C(C)C)c3)C2)cc1 (stereo not given) | 15 | -0.4 | -22
COCCN(CC(=O)Nc1cccc(C)c1C)C(=O)c1cc(-c2cccs2)nn1-c1ccccc1 | 25 | 1.2 | -14
Cc1ccccc1OCC(=O)NN1CCN(C)CC1 | -4 | -1.0 | -3
COc1ccc(Cn2c(C)c(C)c(C#N)c2NC(=O)Nc2cccc(C)c2)cc1 | 20 | -1.3 | -15
COc1cc(C)nc(Oc2ccc(OCCOc3ccccc3)nn2)n1 | 4 | -1.0 | -9
CCCOC(=O)c1ccc(O)c(OC)c1 | 11 | -1.0 | -18
COc1cc(/C=C/c2nc3ccccc3c(=O)[nH]2)cc(Cl)c1O | 2 | -0.4 | 1
Cc1ccccc1-n1c(-c2csc(C)c2C)n[nH]c1=S | 20 | 0.6 | -15
O=C(NC(=S)Nc1ccccc1N1CCCCC1)c1ccc(F)cc1Cl | 12 | -0.9 | -43
C[C@@H]1CN([C@@H](C)CO)C(=O)c2cc(NC(=O)Nc3ccc4c(c3)OCO4)ccc2O[C@H]1CN(C)S(=O)(=O)c1ccc(F)cc1 | 11 | -1.1 | -4
CC(=O)c1cccc(-n2c(CCC(=O)O)ccc2-c2ccccc2)c1 | 18 | -0.8 | -11
COc1cc(OC)c(N(C)S(=O)(=O)c2cccc(C(=O)NC3=NCCS3)c2)cc1Cl | 45 | -1.8 | -8
CCc1cccc(OCC(=O)Nc2ccc(C)c(S(=O)(=O)N3CCCCCC3)c2)c1 | 34 | · | 22
O=C1Nc2cc(C(=O)N3CCOCC3)ccc2S/C1=C\c1ccccc1 | 5 | 2.4 | -1
Cc1cc(Cl)ccc1OCCCC(=O)N/N=C/c1cccc([N+](=O)[O-])c1 | 4 | 1.9 | -14
C=CC[C@@H](CC(=O)N[C@@H](CO)Cc1ccccc1)C(=O)NCCOC(=O)[C@@H](CC=C)CC(=O)OC(C)(C)C | 14 | -0.9 | -32
O=C1C=C(c2cccc(OCc3ccccc3)c2)C[C@@H](c2ccc3c(c2)OCO3)C1 | 10 | -0.1 | -6
COc1cnc(SCCC(F)=C(F)F)[nH]c1=O | 24 | -1.6 | -11

Reprinted from the results shown for reference:
SMILES | OX1R antag-1 | STK33 kinase inh | OX1R antag-2
O=C(COc1ccccc1Cl)NCCNC(=O)c1cccnc1 | 31 | -0.6 | -22
Cc1cccc(N2CCN(C(=O)c3ccccc3NC(=O)C3=CSCCO3)CC2C)c1 (stereo not given) | 3 | -0.5 | -23
CC(C)c1ccc(NC2CCCN(C(=O)c3cnn(C(C)C)c3)C2)cc1 (stereo not given) | 15 | -0.4 | -22
COCCN(CC(=O)Nc1cccc(C)c1C)C(=O)c1cc(-c2cccs2)nn1-c1ccccc1 | 25 | 1.2 | -14
Cc1ccccc1OCC(=O)NN1CCN(C)CC1 | -4 | -1.0 | -3
COc1ccc(Cn2c(C)c(C)c(C#N)c2NC(=O)Nc2cccc(C)c2)cc1 | 20 | -1.3 | -15
COc1cc(C)nc(Oc2ccc(OCCOc3ccccc3)nn2)n1 | 4 | -1.0 | -9
CCCOC(=O)c1ccc(O)c(OC)c1 | 11 | -1.0 | -18
COc1cc(/C=C/c2nc3ccccc3c(=O)[nH]2)cc(Cl)c1O | 2 | -0.4 | 1
Cc1ccccc1-n1c(-c2csc(C)c2C)n[nH]c1=S | 20 | 0.6 | -15
O=C(NC(=S)Nc1ccccc1N1CCCCC1)c1ccc(F)cc1Cl | 12 | -0.9 | -43
C[C@@H]1CN([C@@H](C)CO)C(=O)c2cc(NC(=O)Nc3ccc4c(c3)OCO4)ccc2O[C@H]1CN(C)S(=O)(=O)c1ccc(F)cc1 | 11 | -1.1 | -4
CC(=O)c1cccc(-n2c(CCC(=O)O)ccc2-c2ccccc2)c1 | 18 | -0.8 | -11
COc1cc(OC)c(N(C)S(=O)(=O)c2cccc(C(=O)NC3=NCCS3)c2)cc1Cl | 45 | -1.8 | -8

The listing continues.
SMILES | OX1R antag-1 | STK33 kinase inh | OX1R antag-2
Cc1cccc2c(N=O)c(O)n(CCc3ccccc3)c12 | 10 | -2.4 | -29
CCCOc1ccccc1C1NC(=O)NC(C)=C1C(=O)OCCOC (stereo not given) | 19 | -2.7 | -6
COC(=O)N[C@H](c1ccccc1)[C@@]1(C)C[C@@H]1[C@@H](C)C(=O)Nc1ccc2ccccc2c1 | 17 | 0.2 | -15
Cc1ccc(Cl)c2c1NC(=O)C2(O)CC(=O)c1ccc(F)cc1 (stereo not given) | 22 | -0.6 | -23
O=[N+]([O-])c1ccccc1S(=O)(=O)Oc1ccccc1/C=N/n1cnnc1 | 15 | 0.9 | -21
O=C(O)C1CC=CCC1C(=O)N1CCc2ccccc21 (stereo not given) | 23 | 0.9 | -17
Cc1ccc(CN2CCN(Cc3cnc(N(C)C)s3)CC2CCO)o1 (stereo not given) | 6 | -1.9 | -11
Cc1cccc(-c2noc(CN(C)C(=O)c3ccc4c(c3)OCO4)n2)c1 | 13 | 0.3 | -13
CCOC(=O)N1CCC(NC(=O)c2ccc3snnc3c2)CC1 | 12 | -0.9 | 1
COc1ccc(CNC(=O)CS(=O)CC(=O)O)cc1OC (stereo not given) | 21 | 5.9 | -11
COc1ccc(C(=O)NC2CCC(O)CC2)cc1S(=O)(=O)NCc1ccc(Cl)cc1 (stereo not given) | -1 | -1.8 | -14
CSc1ccc(CN(C)CC(=O)Nc2ccc(C)cc2Br)cc1 | 37 | 1.3 | -28
O=C(N/N=C/c1cc(Br)c(O)c(Br)c1)C1CC1 | 24 | -2.3 | -15
O=C(NC(=S)N1CCCc2ccccc21)c1ccc(Cl)cc1 | 6 | -1.2 | -32
COC(=O)C1=C(C)NC(=S)NC1c1ccc(-c2ccccc2C(=O)OC)o1 (stereo not given) | 5 | -0.5 | -28
CCOCCCn1c(-c2ccc(Cl)cc2)n[nH]c1=S | 8 | -1.1 | -21
ClCC1=Nc2cccc3cccc(c23)N1 | 9 | 0.5 | -11
CCN1CCN(C(=O)c2ccc(CS(=O)(=O)Cc3ccccc3C)o2)CC1 | 4 | -0.6 | -7
CC(C)c1ccc2nc(SCC(=O)NCC3CCCO3)c(C#N)cc2c1 (stereo not given) | 23 | 0.1 | -17
COc1ccc(S(=O)(=O)N2CCCCC2)cc1NC(=O)C1CC1 | 9 | 4.0 | 2
CCCCOc1ccc(NC(=O)[C@@H]2CCCN2C(=O)C2CCN(S(=O)(=O)c3ccc(C)cc3)CC2)cc1 | -7 | -0.8 | -21
